Assay outcomes (PubChem BioAssay)
GPR55 beta-arrestin = selective activators of receptor GPR55 – imaging, U2OS cells, beta-arrestin-GFP redistribution, primary screen (AID 1961); hit rate 0.048% among 290,000; activation, % at 10 µM; hits with a dose series show EC50 in µM; U2OS GPR55 beta-arrestin-GFP redistribution imaging; higher % means a stronger effect;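 active = activation above 40% with more than 50 cells counted in the well; inconclusive = wells holding fewer than 50 cells, flagged as toxic or sparse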;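 note: U2OS osteosarcoma cells stably expressing GPR55 and beta-arrestin-GFP; plate controls were DMSO negative control for no effect and LPI positive control for full effect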
GPR55 antagonists = GPR55 antagonists blocking LPI-driven arrestin recruitment, primary screen, imaging, U2OS, beta-arrestin-GFP, LPI agonist (AID 2013) | U2OS GPR55 beta-arrestin-GFP translocation imaging, LPI antagonism; higher % means a stronger effect | inhibition, % at 10 µM; hits with a dose series show IC50 in µM | hit rate 0.13% among 290,000;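 active = spots per cell inhibited over 60%, with over 100 cells counted and total cytoplasm intensity under 500,000; inconclusive = wells with under 100 cells, flagged as likely toxic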;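 note: U2OS cells stably carrying GPR55 and arrestin-GFP stimulated by 5 µM LPI near EC80; imaged beta-arrestin-GFP aggregate spots per cell after agonist stimulation; plate controls were LPI-stimulated DMSO wells for no effect and DMSO wells without LPI for full effect; some results filed as inactive read as strong as hits; confirmed hits need IC50 under 10 µM and bright autofluorescent wells are also inconclusive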
NS5 inhibitors = flavivirus cap methylation enzyme inhibition – biochemical, confirmation dose response, primary screen (AID 588689); one-dose inhibition, % at 25 µM; IC50 in µM for titrated hits; hit rate 0.3% among 340,000; Dengue-2 NS5 methyltransferase capping enzyme assay, biochemical; higher % means a stronger effect; in the data active = a potency from the dose series; inconclusive = inhibition above about 29% without an active follow-up result
Yfh1-depleted yeast = enhancers of respiration in Yfh1-depleted yeast, dose response, Friedreich's ataxia, plus single-dose screen (AID 1465); S. cerevisiae Yfh1-off respiration, WST-1 reduction, 72 h; higher fold induction means a stronger effect; fold induction at 50 µM; hits with a dose series show EC50 in µM; hit rate 0.074% among 220,000;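 active = fold induction of absorbance versus untreated yeast above a set limit, then at least 30% activation at any dose in follow-up; inconclusive = repeats straddling the limit, or above it without dose testing; inactive = fold induction below the set limit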;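 note: activators that raise dye reduction in frataxin-depleted yeast; strong numbers were not always called active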
GPR35 arrestin U2OS = inhibition of zaprinast-stimulated GPR35 beta-arrestin translocation – imaging, U2OS, beta-arrestin-GFP, zaprinast agonist, primary screen (AID 2058); U2OS GPR35 beta-arrestin-GFP translocation imaging, zaprinast antagonism; higher % means a stronger effect; inhibition, % at 10 µM; hits with a dose series show IC50 in µM; hit rate 0.052% among 290,000;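 active = inhibition of at least 50% with at least 30 cells and total cytoplasm GFP at most 10,000,000; inconclusive = under 30 cells or total GFP of 10,000,000 plus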
AID2073 = inhibitors of Mint1-CaV2.2 protein interaction, biochemical, HTRF (AID 2073); inhibition, % at 20 µM; hits with a dose series show IC50 in µM; hit rate 0.19% among 290,000; HTRF protein-protein interaction, Mint1-CaV2.2; higher % means a stronger effect; in the data active = inhibition mostly above about 51%, no sharp cut-off; inconclusive = no clear call, values can overlap the other calls; inactive = mostly below about 53%; note: some results filed as inactive read as strong as hits
Rac1 GTP hydrolysis = MgcRacGAP GTPase-activating activity inhibitors, confirmation, biochemical, ADP Hunter fluorescence. AID 624330. hit rate 0.6% among 340,000. inhibition, % at 30 µM, or IC50 in µM where a hit was titrated. MgcRacGAP-stimulated Rac1 GTP hydrolysis, ADP Hunter fluorescence; higher % means a stronger effect; GST-tagged Rac1 F28L mutant substrate;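 active = first-screen hits whose inhibition reached a set limit at any dose in the follow-up dose series; inconclusive = inhibition above the set first-screen limit but never retested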;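 note: fluorescence reports GDP produced by GAP-driven GTP hydrolysis; strong numbers were not always called active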
Large T inhibition = TAg ATPase/helicase activity blockers – biochemical (AID 1903); SV40 large T antigen ATPase/helicase inhibition assay; higher % means a stronger effect; inhibition, % at 20 µM; hits with a dose series show IC50 in µM; hit rate 0.39% among 310,000; in the data active = a potency from the dose series; inconclusive = inhibition mostly from about 32% at the one dose, without a potency; inactive = the rest, 99 in 100 with inhibition below about 32%; note: strong numbers were not always called active
NTR1 agonist = NTR1-driven beta-arrestin-GFP spot formation – imaging, U2OS cells, high content, primary screen (AID 493036). agonist mode. hit rate 0.17% among 330,000. activation, % at 20 µM. P30989;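 active = activation at or above 40% of the spot to cytoplasm intensity ratio, with at least 20 cells analyzed; inconclusive = wells under 20 cells, flagged as cytotoxic or low count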;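 note: 0% = DMSO without peptide and 100% = 100 nM NTR1 peptide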
Target sequence (P30989 whole entry, looked up): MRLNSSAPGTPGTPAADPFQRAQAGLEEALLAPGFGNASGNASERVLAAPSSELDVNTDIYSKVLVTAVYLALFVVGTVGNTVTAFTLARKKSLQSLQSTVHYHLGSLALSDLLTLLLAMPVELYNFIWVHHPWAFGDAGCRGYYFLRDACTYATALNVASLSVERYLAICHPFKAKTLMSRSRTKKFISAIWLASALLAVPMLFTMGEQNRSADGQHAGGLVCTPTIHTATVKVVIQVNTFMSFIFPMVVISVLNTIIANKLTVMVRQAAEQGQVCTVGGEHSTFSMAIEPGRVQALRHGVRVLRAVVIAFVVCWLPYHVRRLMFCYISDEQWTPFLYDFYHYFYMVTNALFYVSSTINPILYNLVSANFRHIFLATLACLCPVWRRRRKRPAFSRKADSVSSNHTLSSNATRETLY
NTR1 agonist cell count 20 µM = recorded beside NTR1 agonist, whose call it bears; cell count; measured here: cell count, cytotoxicity flag
NS5 inhibitors pilot replicate = further read-out of NS5 inhibitors, marked with its call; inhibition, %; measured here: pilot screen replicate inhibition
The depositor's hits bear a star; i = inactive; ? = inconclusive; nt = not tested or not shown. The order is random; 1.7% or so of the library scored in one or more.

SMILES	GPR55 beta-arrestin	GPR55 antagonists	NS5 inhibitors	Yfh1-depleted yeast	GPR35 arrestin U2OS	AID2073	Rac1 GTP hydrolysis	Large T inhibition	NTR1 agonist	NTR1 agonist cell count 20 µM	others
COc1ccc(S(=O)(=O)N2CCCC(C(=O)NCc3ccc4c(c3)OCO4)C2)cc1 (stereo not drawn)	0.6%	5%	2%	i	-2%	14%	11%	18%	0.7	55
O=C(Cc1ccccc1F)NC1CCCc2ccccc21 (stereo not drawn)	-0.1%	1%	-5%	nt	-11%	1%	3%	8%	-1.6	39
COc1cccc(NC(=O)Cn2nnc(C(=O)NCCc3ccccc3)c2N)c1	-0.2%	9%	21%	nt	7%	7%	-2%	15%	0.7	58
CCn1c(SCC(=O)N2CCN(c3ccccc3)CC2)nc2c(c1=O)SC(C)C2 (stereo not drawn)	-0.4%	2%	-6%	i	-4%	-18%	2%	4%	0.0	92
CC(/C=N/n1c(COc2ccccc2)n[nH]c1=S)=C\c1ccccc1	-0.1%	-8%	-14%	i	-2%	-33%	9%	7%	1.8	47	NS5 inhibitors pilot replicate=-1.2
O=C(CN1C(=O)C2CCCCC2C1=O)Nc1nc2ccc(F)cc2s1 (stereo not drawn)	nt	nt	-1%	nt	nt	nt	6%	7%	0.0	44
COCCCN(CCCN)Cc1ccco1	-0.1%	-5%	0%	i	-17%	3%	9%	10%	3.9	74
Cc1cc(=O)oc(C)c1C(=O)NCC1CCCO1 (stereo not drawn)	0.3%	4%	-3%	i	16%	-5%	11%	16%	0.6	74
Cc1cccc(C(=O)NC(=S)Nc2ccc(S(=O)(=O)N3CCN(C)CC3)cc2)c1	-0.2%	-12%	-3%	i	-5%	-12%	7%	9%	-0.7	58
Cc1ccc(NC(=O)CSc2nnc3ccccn23)cc1	-0.1%	-4%	5%	i	-9%	-4%	13%	27%	0.2	95
CCOc1ccc(-c2nnc(NC3=NCCCCC3)o2)cc1	-0.1%	8%	-8%	i	-4%	-4%	11%	12%	0.4	52
Cc1cc2cc(CNC(=S)Nc3ccc(OC(F)F)cc3)ccc2[nH]1	0.5%	10%	-6%	i	-6%	1%	6%	12%	3.1	78
COc1ccc2cc(C#N)c(NC(C)C)nc2c1	-0.5%	8%	-6%	i	3%	2%	9%	-5%	2.3	69
CS(=O)(=O)c1ccc2c(c1)SC1=NC(=O)/C(=C/c3ccco3)C(=N)N12	-0.1%	-6%	-6%	i	1%	43%	23%	>100µM*	0.1	58
O=C(Nc1ccc(C(=O)O)cc1)/C(=C/c1ccc([N+](=O)[O-])cc1)NC(=O)c1ccccc1	0.4%	-10%	-4%	i	-8%	-3%	-2%	-4%	1.1	50
CC(C)c1ccc(/C=C2\NC(=O)NC2=O)cc1	-0.2%	10%	-9%	nt	16%	9%	1%	12%	-0.9	55	NS5 inhibitors pilot replicate=2.1
CCOC(=O)C(CC)(CC)C(=O)/C=C/c1ccc(Br)cc1	-0.1%	7%	-3%	i	16%	8%	17%	9%	5.2	39
CC(C)c1nnc(NC(=O)c2cccc(NC(=O)C(F)(F)F)c2)s1	0.1%	11%	-20%	i	-1%	19%	10%	-1%	3.1	42
O=C(N/N=C/c1cccc(F)c1)c1csc2c1CCCC2	0.0%	3%	-6%	i	3%	40%	12%	9%	0.3	61
COc1ccc(C(=O)N2CCCC(C(=O)O)C2)c2ccccc12 (stereo not drawn)	0.2%	-11%	-7%	nt	-7%	-13%	7%	10%	-0.6	41
Cc1nnc2ccc(-c3cccc(NC(=O)c4ccc(Cl)nc4)c3)nn12	0.0%	0%	6%	i	-12%	-7%	10%	9%	4.1	32
COc1ccccc1NCC(=O)Nc1cc(S(=O)(=O)N2CCOCC2)ccc1N1CCOCC1	0.1%	-11%	-7%	i	3%	3%	11%	8%	2.2	62
Nc1cc(=O)[nH]n1C1CCN(c2ccccc2)CC1	0.2%	13%	-2%	i	0%	-2%	10%	12%	-1.7	87
COc1ccc(OC)c(CCNC(=O)C2CCN(c3nnc(-n4cccc4)s3)CC2)c1	-0.1%	-5%	-4%	i	-3%	-5%	10%	4%	-2.4	61
CCc1nc(Nc2ccc3c(c2)OCCO3)c2oc3ccccc3c2n1	-0.1%	-10%	-12%	i	-9%	14%	6%	0%	7.1	85	NS5 inhibitors pilot replicate=-5.0
COc1ccc(Oc2cnn(-c3ccccc3)c(=O)c2Br)cc1	-0.1%	12%	-5%	i	-3%	14%	13%	3%	3.7	56
S=C(NC1CC1)N1CCN(c2ccc(Cl)cc2)CC1	-0.1%	10%	3%	i	-6%	-19%	6%	11%	-1.1	73
CCOc1cc(NC(=S)N2CCC(C(N)=O)CC2)c(C(=O)OC)cc1OCC	-0.3%	22%	-5%	i	-8%	-24%	4%	11%	3.5	51
c1ccc(-n2cnc3cc(NCc4ccccn4)ccc32)cc1	-0.1%	8%	-1%	i	16%	-11%	10%	25%	1.3	51
O=C(CC1SCCNC1=O)Nc1cccc(C(F)(F)F)c1 (stereo not drawn)	-0.1%	9%	-12%	i	8%	2%	-5%	-1%	-2.1	107	NS5 inhibitors pilot replicate=-7.9
COc1ccc(/C=C/c2cccc[n+]2C)c(O)c1	0.2%	-13%	-8%	nt	2%	-8%	10%	16%	-0.5	61
CCc1ccc(OCC(=O)N/N=C2\CC(=O)c3ccccc32)cc1	0.3%	4%	16%	i	7%	19%	4%	14%	2.5	88	NS5 inhibitors pilot replicate=-6.1
Cn1c(SCC(=O)N2CCCCC2)nc2c([nH]c3ccccc32)c1=O	-0.1%	6%	1%	i	7%	2%	12%	3%	4.5	64
O=C(Nc1ccccc1Cl)C(=O)c1cn(CC(=O)N2CCOCC2)c2ccccc12	-0.2%	-24%	-2%	nt	-3%	9%	4%	8%	0.0	75
O=C(NCc1cccc(F)c1)c1ccc(N2C(=O)Cn3c(cc4sccc43)C2=O)cc1	-0.3%	2%	-4%	i	0%	17%	8%	10%	0.5	47
CCOC(=O)c1nn(-c2ccc(Cl)cc2)c(C)cc1=O	0.6%	8%	-4%	nt	-15%	15%	6%	7%	0.3	92
O=C(NCCCNC(=O)c1ccccn1)c1ccc(F)cc1	0.0%	-12%	-10%	nt	-4%	2%	3%	9%	0.2	36
C/C(CC(=O)Nc1cccc2c1CCCC2)=N\NC(=O)c1ccccc1N	-0.1%	-15%	0%	i	-14%	4%	6%	6%	1.6	53
COc1ccc(N(CC(=O)Nc2ccc(C)cn2)S(=O)(=O)c2c(C)noc2C)cc1	-0.1%	9%	-1%	i	-2%	22%	6%	8%	1.8	88	NS5 inhibitors pilot replicate=-4.6
CCN1CCN(C(=S)NC(=O)c2cccs2)CC1	nt	3%	-15%	nt	23%	-30%	3%	3%	-0.6	45
OCC1(CCOc2ccccc2)CCN(Cc2cn[nH]c2-c2ccccc2)CC1	0.2%	15%	9%	i	5%	-8%	2%	4%	1.6	70
CCN(CC)S(=O)(=O)c1cccc2cc(C(=O)O)c(O)cc12	-0.2%	20%	9%	i	8%	?	6%	3%	2.9	46
CCOC(=O)Cc1csc(NC(=O)COc2ccc(N(C)S(=O)(=O)c3cccs3)cc2)n1	-0.3%	8%	1%	i	-3%	1%	13%	3%	4.4	42
COc1ccc(CCNC(=O)c2noc(C(C)C)c2[N+](=O)[O-])cc1OC	-0.1%	8%	5%	nt	4%	-1%	-2%	6%	-2.5	71
Cc1ccc(-n2c(C)cc(C(=O)CN3CCOCC3)c2C)cc1	-0.2%	5%	1%	i	-14%	4%	-13%	22%	1.2	63
Cc1cc(S(=O)(=O)N2CCCC2)ccc1OCC(=O)N1CCCCC1	-0.1%	17%	-7%	nt	15%	26%	4%	21%	0.5	67
CCCCn1c(SCC(N)=O)nc2c(sc3ccccc32)c1=O	-0.1%	14%	-5%	i	17%	-2%	9%	2%	0.7	69
COCCNC(=O)CN(Cc1cccs1)C(=O)CCC(=O)Nc1nccs1	0.3%	3%	7%	i	2%	-10%	5%	13%	0.7	36
Cc1cccc(NC(NC(=O)c2ccccn2)C(Cl)(Cl)Cl)c1 (stereo not drawn)	-0.4%	3%	-3%	i	-6%	0%	1%	8%	-1.2	53
Cc1c(C#N)sc2nc(-c3ccccc3)nc(N3CCCC3)c12	0.8%	4%	1%	i	-6%	8%	7%	11%	12	37
CC1(C)CC(CCNC(=O)CCl)(c2ccccc2)CCO1 (stereo not drawn)	0.4%	-12%	-4%	i	0%	25%	6%	9%	-0.2	62
COc1cccc(CNC(=O)C2CCCN(S(=O)(=O)c3c(C)noc3/C=C/N(C)C)C2)c1 (stereo not drawn)	0.2%	13%	-6%	nt	-14%	9%	7%	10%	0.4	46
CC(C)(C)C(=O)Cn1ncc(NC2CC2)c(Br)c1=O	-0.1%	-2%	-1%	i	5%	5%	4%	12%	-0.6	46
O=C(Cc1c(F)cccc1Cl)Nc1ccncc1	-0.1%	6%	0%	i	4%	-3%	-1%	14%	0.3	58
CSc1cccc(NC(=O)Nc2ccc(Cl)cc2)c1	-0.3%	28%	-8%	i	0%	24%	-2%	2%	0.1	59
CC1CCN(S(=O)(=O)c2cccc(C(=O)N(Cc3ccccc3)c3ccccn3)c2)CC1	0.6%	7%	-1%	i	-8%	-3%	7%	7%	2.4	37
CN(Cc1ccc(F)cc1)C(=O)c1cccc(S(=O)(=O)NCc2ccccc2)c1	nt	nt	-1%	nt	nt	nt	3%	6%	0.8	63
Cc1cc(C)n2nc(C(=O)OC(C)C(=O)c3ccccc3)nc2n1 (stereo not drawn)	nt	nt	-2%	nt	nt	nt	3%	-1%	-1.3	26
O=C(CSc1ccc2nnc(-c3ccncc3)n2n1)N1CCc2ccccc21	0.2%	11%	nt	nt	-1%	0%	nt	nt	nt	nt
CCOc1cc(/C=C2\C(=N)N3N=C(C)SC3=NC2=O)ccc1OCCOc1ccccc1	-0.1%	3%	-3%	nt	-10%	14%	1%	9%	0.4	74
O=C(OCCOc1ccc(Br)cc1)c1cnccn1	0.0%	13%	-7%	i	-4%	-1%	5%	-1%	0.5	54
